ALDH1A1 block: ALDH1A1 (human) enzyme inhibition; Purified ALDH1A1, NADH fluorescence, propionaldehyde substrate; Potency, µM (series often up to 75.3 µM), inactives show at the highest dose activity, negative = inhibition, hits mostly inhibitors; 7.3% of 220,000 active; active = well fitted inhibition curve with a large enough effect, not every such curve was filed as active; inconclusive = small, poorly fitted or top-dose-only effect, or another doubt; inactive = no such curve, though single readings can be large or run the other way;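 note: plate controls were no enzyme wells and a reference inhibitor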
Target sequence (P00352 whole entry, looked up): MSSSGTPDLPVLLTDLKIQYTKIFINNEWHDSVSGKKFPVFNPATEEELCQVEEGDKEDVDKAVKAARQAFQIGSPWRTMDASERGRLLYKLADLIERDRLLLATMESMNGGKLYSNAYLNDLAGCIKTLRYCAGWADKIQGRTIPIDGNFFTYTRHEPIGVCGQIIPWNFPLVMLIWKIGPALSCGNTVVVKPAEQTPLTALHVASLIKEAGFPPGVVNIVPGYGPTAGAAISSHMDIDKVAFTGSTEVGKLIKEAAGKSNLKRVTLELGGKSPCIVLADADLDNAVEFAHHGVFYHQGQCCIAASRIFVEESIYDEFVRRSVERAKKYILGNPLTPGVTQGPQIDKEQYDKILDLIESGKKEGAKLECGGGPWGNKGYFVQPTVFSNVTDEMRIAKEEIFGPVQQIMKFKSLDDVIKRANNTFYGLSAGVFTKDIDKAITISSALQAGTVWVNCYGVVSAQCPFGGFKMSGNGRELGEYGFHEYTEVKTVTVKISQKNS
SMN2 splice enh: enhancers of SMN2 splice variant expression; Potency, µM (doses to about 46.1 µM), without a hit: at the highest dose activity change, positive = activation, usual class: activators; 2.8% of 210,000 active; AID 1458; HEK293 SMN2-luciferase splicing reporter, luminescence, 30-36 h; note: % of control where 0% means no effect; nearly all actives have a fitted effect of over 55% in size
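qHTS luciferase splicing reporter: luminescence rises when SMN2 exon 7 is included in transfected HEK293 cells. Compound exposure lasted 30-36 h at 37C, with 4.5 mM final sodium butyrate as control, followed by a ONE-Glo read.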
Lamin A splicing: modulators of lamin A splicing | HeLa LMNA splicing GFP/RFP minigene ratio, 48 h | Potency, µM (series often up to 46.1 µM), for inactives: at the top dose ratio change, negative = inhibition, actives largely listed as inhibitors | 0.01% of 200,000 active | AID 1487; active = well fitted inhibition curve with a large enough effect in the signal ratio, with a control signal flat, not every such curve was filed as active; inconclusive = small, poorly fitted or top-dose-only effect, or effect the other way, or a change in a side signal; the % refers to the signal ratio; note: % is set by controls: 0 for no effect and ±100 for the full control effect
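Read-out is the ratio of GFP to DsRed2 object intensity, acquired by 488 nm laser-scanning cytometry on HeLa lamin A-EGFP minigene reporter cells. Compound incubation 48 hrs at 37 °C in Opti-MEM with 2% FBS; DMSO 0.5% final.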
KDM4E inh: JMJD2E (human) inhibition; AID 2147; 1.6% of 230,000 active; Potency, µM (doses to about 57.1 µM), for the others: top-dose activity change, negative = inhibition, actives largely listed as inhibitors; JMJD2E catalytic domain, FDH-coupled NADH fluorescence (FDH is formaldehyde dehydrogenase); active = well fitted inhibition curve with a large enough effect, not every such curve was filed as active; inconclusive = small, poorly fitted or top-dose-only effect, or another doubt; inactive = no such curve, though single readings can be large or run the other way;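 note: 0% = wells with enzyme and -100% = buffer wells without enzyme; nearly all actives have a fitted effect of over 50% in size; many of its hits are not listed in these tables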
Target sequence (B2RXH2 1-337 limits assumed): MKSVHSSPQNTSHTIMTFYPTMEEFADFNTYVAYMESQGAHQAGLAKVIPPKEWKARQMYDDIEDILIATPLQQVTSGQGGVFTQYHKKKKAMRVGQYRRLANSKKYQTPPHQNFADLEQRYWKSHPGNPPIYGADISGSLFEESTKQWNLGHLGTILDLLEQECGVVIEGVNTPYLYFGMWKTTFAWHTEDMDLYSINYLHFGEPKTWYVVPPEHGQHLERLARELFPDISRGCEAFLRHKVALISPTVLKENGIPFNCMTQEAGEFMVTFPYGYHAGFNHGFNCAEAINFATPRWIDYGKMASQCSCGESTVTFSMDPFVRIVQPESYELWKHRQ
TexasRed fluor: counter-screen for TRb-SRC2 inhibitors: fluorescence interference | TRb/SRC2 Texas Red total fluorescence interference | Potency, µM (top dose mostly 106 µM), inactives show top-dose fluorescence change, negative = quenching | 0.29% of 280,000 active; active = well fitted curve in either direction with a large enough effect; inconclusive = small, poorly fitted or top-dose-only effect; note: % is set by controls: 0 for no effect and ±100 for the full control effect
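Human TRb ligand-binding domain at 0.6 uM with 20 nM Texas Red SRC2 peptide in Tris buffer containing 1 uM T3 and 5% DMSO, incubated with compound 5 h at ambient temperature. Total fluorescence (555/632 nm) calculated as parallel + 2 × perpendicular.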
RECQ1 inh: RECQ1 (human) helicase inhibition; P46063; RECQ1 DNA unwinding, red fluorescence kinetic read; Potency, µM (top dose mostly 57.3 µM), without a hit: at the top dose activity, negative = inhibition, hits mostly inhibitors; 0.54% of 240,000 active; AID 2549;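 note: plate controls were vehicle for no effect and no enzyme for full effect; nearly all actives have a fitted effect of over 30% in size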
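50 nM RECQ1T1 preincubated 15 min with compound in Tris pH 8.0 buffer with MgCl2, DTT, Tween-20 and 2.5 ug/ml poly(dI-dC); started with 200 nM TAMRA/BHQ-2 forked duplex and 2 mM ATP. Unwinding read as fluorescence (525/598 nm), two reads 2 h apart.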
TRb SRC2 PPI: TRbeta-SRC2 interaction inhibition; P10828; TRbeta-SRC2 peptide binding, fluorescence polarization; receptor liganded with 1 µM T3; Potency, µM (doses to about 106 µM), for inactives: at the highest dose activity change, negative = inhibition, actives largely listed as inhibitors; 0.065% of 280,000 active;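 note: plate controls were bound peptide for no effect and peptide without receptor for full effect; nearly all actives have a fitted effect of over 50% in size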
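Assay buffer: 20 mM Tris-HCl, 100 mM NaCl, 10% glycerol, 1 mM EDTA, 0.01% NP-40, 1 mM DTT, 1 uM T3, 5% DMSO; TRb LBD 0.6 uM, Texas Red SRC2 20 nM; FP after 5 hr.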
GoLoco inh red: RGS12 GoLoco-Gai1 interaction inhibition; P63096; Gai1:RGS12 GoLoco peptide FP, rhodamine, 10 min; Potency, µM (highest dose often 61.6 µM), inactives show at the highest dose activity, negative = inhibition, most hits filed as inhibitors; 0.44% of 230,000 active; AID 880; active = well fitted inhibition curve with a large enough effect, not every such curve was filed as active; inactive = no such curve, though single readings can be large or run the other way; note: % is set by controls: 0 for no effect and ±100 for the full control effect; nearly all actives have a fitted effect of over 30% in size; many of its hits are not listed in these tables
* marks the source's active call; other numbers are inactive results; i = inactive; ? = inconclusive; · = no result given; & = joins results of further samples; ! = a repeat was not active; [ ] = another dose, or the depositor's remark. Unless noted, calls come from the whole dose curve; as a rule, active = well fitted curve in the direction sought with a large enough effect; inconclusive = small, poorly fitted or top-dose-only effect, or another doubt; inactive = no such curve, though single readings can be large; an effect the other way counts as inactive or inconclusive. Potency is the fitted concentration of half-maximal effect.

SMILES	ALDH1A1 block	SMN2 splice enh	Lamin A splicing	KDM4E inh	TexasRed fluor	RECQ1 inh	TRb SRC2 PPI	GoLoco inh red
N#Cc1ccccc1NC(=O)CC1CCCCC1	-7%	4%	5%	7%	0%	1%	-3%	-1%
Cc1ccccc1Nc1nc(N)nc(COC(=O)c2cccc(S(=O)(=O)NCc3ccccc3)c2)n1	11%	1%	-9%	-9%	-2%[53 µM]	-8%	1%[53 µM]	-19%
COC(=O)c1ccc(NC(=O)C2CCN(S(C)(=O)=O)CC2)cc1	13%	-14%	-17%	16%	1%	-6%	-4%	-3%
C[C@@H](NC(=O)OC(C)(C)C)c1nnc(S(=O)(=O)Cc2ccccc2)o1	·	·	·	5%	-2%	-4%	-11%	-10%
CC1SC(c2ccc(Cl)cc2)NC1=O (stereo not drawn)	?	-10%	-15%	-2%	2%	-11%	-17%	-2%
CCOC(=O)C1=C(C)NC2=C(C(=O)CC(C)(C)C2)C1c1ccc2c(c1)CCCN2C (stereo not drawn)	9%	·	-9%	?	2%	3%	9%	15%
CCN(C(=O)CSc1nnc(Cn2nnc3ccccc32)o1)c1nc(C)cs1	?	-18%	?	-7%	1%	i	-16%	15%
O=C(c1ccc(NC(=S)NCc2ccco2)cc1)N1CCCCC1	22µM*	3%	·	4%	0%	i	-4%	15%
Cc1c(C(=O)OC/C(O)=C(\C#N)c2nc3ccccc3[nH]2)oc2ccc(Br)cc12	·	·	·	-19%	-7%	i	-2%	60%[activator]
O=C(Nc1nnc(CSCc2ccccc2F)s1)c1cccc([N+](=O)[O-])c1	25µM*	·	?	-4%	4%	-10%	7%	18%
O=C(C1=C[C@@H](c2ccc(C(F)(F)F)cc2)C[C@@H](OCc2ccc(CO)cc2)O1)N1CCN(Cc2ccc3c(c2)OCO3)CC1	13µM*	·	·	?	-2%	-15%	3%	9%
CCCCNC(=O)COC(=O)c1cc(C)nc2ccccc12	8%	-5%	-1%	?	-3%	-8%	-2%	2%
Cc1cc(NC(=O)c2c(F)c(F)c(F)c(F)c2F)no1	11%	8%	-1%	1%	0%	-16%	-9%	10%
Cc1cc(C)nc(N2CCCC(C(=O)NNC(=O)c3ccncc3)C2)n1 (stereo not drawn)	·	·	·	?	4%	i	-1%	2%
Cc1ccc2c(c1)C(=C(C#N)C#N)C(=O)N2CCN1CCCCC1	·	·	·	3%	3%	5%	-2%	14%
NC(=O)c1cc(-c2ccccc2)sc1NC(=O)Cc1ccc(S(=O)(=O)N2CCOCC2)s1	-7%	8%	27%	?	-5%	-5%	2%	22%
Cn1c(SCc2nc(-c3ccccc3)no2)nnc1-c1cccs1	3%	-33%	-15%	-3%	-1%	-6%	2%	2%
O=Nc1c(O)[nH]c2c(F)cccc12	-1%	-8%	3%	-1%	-4%	-1%	-7%	13%
O=C(O)/C=C/C(=O)c1ccc(O)cc1	14µM*	·	·	-10%	0%	-6%	-11%	-8%
Cc1cc(=O)[nH]c(-c2ccc(Cl)cc2)n1	·	·	·	0%	-2%	-9%	-2%	-1%
CC/C=C\C/C=C\C/C=C\CCCCCCCC(=O)O	10µM*!	4%&7%&-2%	?	?	2%&-1%&-1%&-2%&-2%	1.8µM*!	-4%&9%&-7%&-5%&16%	-23%&4%&5%&-2%&-2%
NC(=O)C1CCN(CC(=O)Nc2cccnc2Cl)CC1	22%	·	·	1%	0%	2%	-2%	6%
CCN(CC)C(=O)C(=O)c1cn(CCOc2ccccc2)c2ccccc12	?	-7%	·	-16%	0%	25%	-2%	2%
O=c1cnc2cnc(Nc3ccccc3)nc2n1CCc1ccccc1	?	·	?	·	·	-3%	·	62%[activator]
O=C(c1ccc([N+](=O)[O-])cc1)N1CCN(C(=O)c2cccs2)CC1	?	?	-5%	-1%	-6%	4%	2%	-2%
COc1cccc(NC(=S)N(CCN(C)C)C(C)c2ccco2)c1 (stereo not drawn)	4%	-8%[1.84 µM]	?	2%	0%	-2%	11%	3%
CN(C)c1ccc(CNC(=O)C2CCN(S(=O)(=O)c3ccc4c(c3)CCC(=O)N4)CC2)cc1	18µM*	4%	-19%	-9%	1%	-12%	2%	7%
CCCCCc1c(C)nc(Nc2ccc(F)cc2)[nH]c1=O	11%	-26%	6%	-9%	-3%	-4%	-2%	3%
CC(C)c1ccc(N(CC(=O)NCc2ccc(F)cc2)C(=O)c2csnn2)cc1	5µM*	-12%	?	-16%	-2%	-2%	4%	11%
CC1CN(C(=O)C(C)Sc2nc3ccccc3s2)CC(C)O1 (stereo not drawn)	?	-46%	10%	4%	0%	-2%	-3%	2%
O=C(N/N=C/c1ccco1)C1COc2ccccc2O1 (stereo not drawn)	5%	13%	-5%	4%	-3%	-1%	0%	-3%
O=C(N/N=C\c1ccccc1O)c1ccccc1O	9%	·	·	5µM*	-5%	-9%	16%	11%
O=C(OCC(=O)N1CCN(c2ccccc2)CC1)c1ccc[n+]([O-])c1	-1%	-1%	·	-1%	-6%	i	-2%	-18%
CCC(=O)Nc1ccc(C(=O)Nc2cccc(OC)c2)cc1	4%	11%	5%	0%	-6%	-3%	-8%	1%
Cc1cc(N=Nc2ccccc2)c(NCC(O)C(O)C(O)CO)cc1C (stereo not drawn)	-5%	-41%[inhibitor]	?	-12%	-3%	i	6%	37%[activator]
Cc1cc(=O)n(C)c(=O)n1CCCCOc1ccc([N+](=O)[O-])cc1	-1%	-52%[inhibitor]	·	-2%	-1%	18%	-1%	17%
CCOc1ccc(N2CC(C(=O)NCCCN3CCOCC3)CC2=O)cc1 (stereo not drawn)	11%	2%	-2%	9%	1%	-4%	-22%	2%
Cc1ccc(C2=NN=C(NC(=O)CSc3nnc4c5ccccc5n(C)c4n3)SC2)cc1	?	16%	?	-1%	-5%	11µM*	4%	-5%
Cn1c(NC(=O)C2c3ccccc3Oc3ccccc32)cc(=O)n(C)c1=O	14%	-20%	-1%	-2%	-5%	-2%	5%	-2%
COc1cccc(NC(=O)CSc2nc3c(c(-c4ccco4)c2C#N)CCCC3)c1	?	11%	-4%	3%	-1%	0%	10%	50%[activator]
C/C(=N\NC(=O)c1ccc(CSc2nc(C)cc(C)n2)cc1)c1ccco1	?	0%	-11%[46 µM]	14%	-4%	-14%	0%	16%
Cc1nc(N)sc1-c1csc(Nc2ccccc2)n1	18µM*	11µM*	7%	-1%	-1%	-6%	5%	14%
CCOC(=O)c1sc(NNC(=O)c2ccc(C)cc2)nc1C	·	·	·	?	-3%	-5%	4%	-3%
CC(=O)C(Sc1nc(N2CCOCC2)nc(N2CCOCC2)n1)C(=O)Nc1ccccc1 (stereo not drawn)	-12%	-12%	-5%	1%	-1%	i	-2%	1%
CCCCC(CCC(=O)Nc1ccc(C(=O)OCC)cc1)C(=O)O (stereo not drawn)	-3%	-7%	-11%	1%	2%	i	1%	2%
O=C(Nc1cccc(/C=C/c2nc3ccccc3c(=O)[nH]2)c1)c1ccccc1Cl	·	·	·	?	-1%	-8%	-2%	4%
O=C(NCCCn1ccnc1)c1cccc(S(=O)(=O)NCc2ccccc2)c1	11%	-30%	11%[9.22 µM]	-2%	-1%	-2%	-2%	-1%
O=C(NCc1ccc2c(c1)OCO2)C1CC(c2cccc(Br)c2)=NO1 (stereo not drawn)	-3%	-16%	10%	1%	0%	i	-6%	-2%
CN1/C(=C\C(=S)NC(=O)c2cccc(Br)c2)C(C)(C)c2ccccc21	1µM*	·	?	-10%	5%	-20%	12%	·
COc1ccc(-c2nc3nc(SC)nn3cc2C)cc1F	?	-6%	·	-14%	-6%	i	-8%	-10%
COc1ccccc1NS(=O)(=O)c1cccc(C(=O)N/N=C/c2c(C)nn(-c3ccccc3)c2N2CCCC2)c1	?	-24%	?	?	7%	8%	7%	-1%
CC1=CC(=O)CC2C1(C)CCC(C)C2(C)CCC(C)CC(=O)O (stereo not drawn)	·	·	·	4%	-3%	-14%	5%	-2%
COC(=O)[C@H](C)NC(=O)NCc1ccc(S(N)(=O)=O)cc1	4%	·	·	7%	-1%	-14%	1%	0%
CCOC(=O)COc1ccc(S(=O)(=O)N2CCN(c3ccccc3F)CC2)cc1	-8%	-18%	-6%	3%	-4%	i	1%	-5%
CCOc1ccc(C(=O)NCCCN(CC)CC)cc1	12%	-7%	5%	1%	-3%	-4%	-2%	-1%
CC(=O)NC1C(=O)Nc2c(C)cc(C)cc21 (stereo not drawn)	?	15%	5%	-2%	0%	8%	2%	-6%
CCC(=O)Nc1ccccc1-c1nnn(CC(=O)N2c3ccccc3CC2C)n1 (stereo not drawn)	5%	-9%	12%	10%	1%	-3%	13%	12%
Cc1nc2ccc(S(=O)(=O)NCC(=O)N3CCOCC3)cc2s1	-1%	-9%	2%	6%	4%	0%	5%	6%
COc1ccccc1N1CCN(c2nc(N)c(C#N)c(CC#N)c2C#N)CC1	?	-16%	12%	1%	1%	-3%	1%	38%[activator]
CC(C)=CCC1=C(OCC(=O)O)C(=O)c2ccccc2C1=O	-3%[13.5 µM]	-14%[9.22 µM]	·	14µM*	-3%	i	?	-10%[14.2 µM]
O=c1[nH]n2cc(-n3cc([N+](=O)[O-])cn3)cnc2c1Br	?	-2%	-1%[46 µM]	-8%	-7%	i	-9%	-2%
Cc1ccccc1C(=O)Oc1cc(N)n(S(=O)(=O)c2ccccc2)n1	2%	-4%	0%[46 µM]	-7%	0%	i	0%	2%
CCOc1ccc(-c2nc(-c3ccccc3C)no2)cc1	-4%	1.6µM*	16%	-2%	3%	-15%	-23%	6%

Copied from the list.
Result for O=C(Nc1cccc(/C=C/c2nc3ccccc3c(=O)[nH]2)c1)c1ccccc1Cl in TexasRed fluor: -1%
Result for CCCCC(CCC(=O)Nc1ccc(C(=O)OCC)cc1)C(=O)O (stereo not drawn) in GoLoco inh red: 2%

Some of the compounds tested; the hit share may differ from the screen's.
